From PubChem
GPR151 activ = activators of human GPR151 | Q8TDV0 | activation, % at 11.2 µM | AID 1508602 | hit rate 1% among 650,000 | PathHunter beta-arrestin GPR151 cells, luminescence; in the data active = activation above about 4.9%;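 also: 0% = median of compound wells and 100% = cells with positive control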
Target sequence (Q8TDV0 whole entry, looked up): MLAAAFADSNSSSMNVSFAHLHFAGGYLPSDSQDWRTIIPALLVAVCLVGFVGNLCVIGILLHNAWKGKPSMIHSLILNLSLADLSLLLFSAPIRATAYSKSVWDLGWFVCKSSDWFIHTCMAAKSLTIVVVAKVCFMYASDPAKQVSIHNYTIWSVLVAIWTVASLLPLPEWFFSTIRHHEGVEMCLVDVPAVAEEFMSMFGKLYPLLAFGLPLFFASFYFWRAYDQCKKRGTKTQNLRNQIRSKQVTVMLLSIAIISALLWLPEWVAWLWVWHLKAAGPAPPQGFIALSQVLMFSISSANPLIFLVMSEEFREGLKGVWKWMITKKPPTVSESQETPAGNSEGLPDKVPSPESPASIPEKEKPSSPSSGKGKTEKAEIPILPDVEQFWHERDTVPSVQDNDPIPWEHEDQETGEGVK
TEAD-YAP block = TEAD-YAP interaction inhibition; inhibition, % at 9.12 µM; HEK-TIYL cells, TEAD-Gal4/YAP UAS-luciferase luminescence; hit rate 1.4% among 640,000; in the data active = inhibition above about 32%;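 also: 0% = median of test compound wells and 100% = reference inhibitor wells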
MITF inh = human MITF inhibition, primary screen | hit rate 0.91% among 650,000 | inhibition, % at 2.6 µM | AlphaScreen MITF homodimerization, bead proximity signal; in the data active = inhibition above about 50%;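 also: 0% = vehicle wells with protein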
Target sequence (O75030 whole entry, looked up): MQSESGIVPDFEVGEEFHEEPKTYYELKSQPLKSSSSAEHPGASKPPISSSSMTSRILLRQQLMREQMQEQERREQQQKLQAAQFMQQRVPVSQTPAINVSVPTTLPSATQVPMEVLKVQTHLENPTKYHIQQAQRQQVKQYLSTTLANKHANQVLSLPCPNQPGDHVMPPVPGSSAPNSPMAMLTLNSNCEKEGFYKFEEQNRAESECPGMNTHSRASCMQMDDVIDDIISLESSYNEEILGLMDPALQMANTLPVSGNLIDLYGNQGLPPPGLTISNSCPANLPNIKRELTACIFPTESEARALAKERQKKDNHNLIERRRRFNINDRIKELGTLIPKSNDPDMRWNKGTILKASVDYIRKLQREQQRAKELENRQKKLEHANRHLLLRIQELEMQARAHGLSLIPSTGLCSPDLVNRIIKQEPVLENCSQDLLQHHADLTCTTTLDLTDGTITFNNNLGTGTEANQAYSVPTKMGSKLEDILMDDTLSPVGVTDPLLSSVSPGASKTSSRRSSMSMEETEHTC
FBW7 activator = activators of human E3 ligase FBW7; Q969H0; AlphaScreen FBW7–phospho-cyclin E peptide binding, activator screen; normalized activity (activation), % at 26.1 µM; hit rate 0.13% among 650,000; in the data active = normalized activity above about 1.9%;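 also: purified mutant Fbw7 with reduced substrate affinity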
Starred values were filed as active, the others as inactive; / = no result given.

Results follow in this order: GPR151 activ	TEAD-YAP block	MITF inh	FBW7 activator
> COc1cc(/C=C(/NC(=O)c2ccccc2)C(=O)N2CCCCC2)c([N+](=O)[O-])cc1OC
  3.5	-7	8	-0.1
> NCc1n[nH]c(=S)n1-c1cccc(C(F)(F)F)c1
  1.8	6	5	-0.1
> CC(C)NC(=O)c1cc(-c2cccs2)nc2ccccc12
  0.9	11	2	0.0
> O=C(Cn1c(=S)[nH]c2ccccc2c1=O)N1CCN(c2cccc(Cl)c2)CC1
  -0.5	-7	-6	-0.3
> CC1CCN(C(=O)CSc2nnc(-c3cccnc3)o2)CC1
  -0.2	-1	-6	0.0
> COc1ccc(N2CCN(C(=O)c3cnn4c(C)cc(C)nc34)CC2)cc1
  -0.2	8	-3	-0.1
> COC(=O)c1ccc(C(=O)OC)c(NC(=O)CSc2nc(C)nc3sc4c(c23)CCC4)c1
  -1.1	-8	4	-0.1
> Cc1ccc(NC(=O)Nc2ccc3c(c2)N(S(=O)(=O)c2ccc(F)cc2)CCC3)cc1
  1.9	9	-6	0.0
> Cc1c(C)n2c(SCC(=O)Nc3nccs3)nnc2[nH]c1=O
  4.0	4	3	0.2
> COc1ccc(CCN2C(=O)CN(C3CCCCCC3)C(=O)C2c2ccc(F)cc2)cc1OC (stereo not drawn)
  0.5	2	10	-0.1
> Cc1cccc(-n2c(C)c(C)n3c4c(=O)n(CCN5CCOCC5)c(=O)n(C)c4nc23)c1
  0.3	4	-2	-0.2
> Cc1cc(C(=O)CN2C(=O)CCC2=O)c(C)n1Cc1ccccc1
  -0.6	-14	6	0.4
> CCC(=O)N(CCc1ccc(OC)cc1)Cc1nc2ccccc2c(=O)[nH]1
  0.4	9	9	0.1
> Cc1sc2nc(C3CC3)n(C3CCN(C(=O)Cc4ccccc4F)CC3)c(=O)c2c1C
  0.4	-1	-2	-0.1
> Cc1cc(C=O)c(C)n1-c1cccc(I)c1
  -1.5	-7	-5	-0.1
> Cc1ccc(C)c(N2CCN(S(=O)(=O)c3ccc(F)c(C(=O)Nc4cccc(C)c4C)c3)CC2)c1
  2.6	-10	-2	-0.1
> Cn1nc(C(=O)NCc2ccc(F)cc2)ccc1=O
  -0.4	6	9	0.0
> Cc1cccc(Nc2nc3nonc3nc2N2CCCCC2)c1C
  0.2	21	14	0.2
> NC(=O)CN1C(=O)C(O)(CC(=O)c2ccc(Cl)cc2Cl)c2ccccc21 (stereo not drawn)
  0.2	-3	0	-0.1
> CN(C)CCn1c(C(N)c2ccc(Cl)cc2)nc2cc(F)c(-c3cn[nH]c3)cc21 (stereo not drawn)
  1.5	-5	-5	-0.3

3 of the compounds above, as labelled records:
> NCc1n[nH]c(=S)n1-c1cccc(C(F)(F)F)c1
  GPR151 activ: 1.8; TEAD-YAP block: 6; MITF inh: 5; FBW7 activator: -0.1

> CC(C)NC(=O)c1cc(-c2cccs2)nc2ccccc12
  GPR151 activ: 0.9; TEAD-YAP block: 11; MITF inh: 2; FBW7 activator: 0.0

> O=C(Cn1c(=S)[nH]c2ccccc2c1=O)N1CCN(c2cccc(Cl)c2)CC1
  GPR151 activ: -0.5; TEAD-YAP block: -7; MITF inh: -6; FBW7 activator: -0.3

Further compounds follow:
Results follow in this order: GPR151 activ	TEAD-YAP block	MITF inh	FBW7 activator
> COc1cc(C=O)ccc1OCCOC(C)=O
  0.8	3	-8	-0.3
> CCn1c2ccccc2n2cc(-c3ccc4c(c3)OCO4)nc12
  -0.3	-19	-5	0.4
> COc1ccc(CNC(=O)CCCn2c(=S)[nH]c3ccsc3c2=O)cc1
  1.3	5	-4	0.1
> OCCCc1nc2ccccc2n1Cc1ccccc1
  1.2	-10	3	-0.1
> COc1cccc(CC2=NOC(C(=O)N(Cc3ccccc3)CC3CC3)C2)c1 (stereo not drawn)
  -0.5	-21	10	0.1
> Cc1cc(C)n(C(=O)Nc2ccc(Cl)cc2)n1
  -0.6	-15	12	0.4
> COc1cccc(OC)c1C(=O)Nc1cccc2c1C(=O)NC2=O
  -1.2	3	13	0.5
> CCCc1oc2cc(O)c(CC)cc2c(=O)c1-c1ccc2c(c1)OCO2
  0.8	3	-2	0.1
> CCCOc1ccc(/C=C(/C#N)C(=O)Nc2ccc(O)cc2)cc1OC
  -0.2	0	16	-0.1
> CCCCCc1ccc(-c2ccc(C(=O)Oc3ccc(OC(=O)c4ccc(-c5ccc(CCCCC)cn5)cc4)cc3)cc2)nc1
  0.5	5	4	0.0
> COc1cc(/C=C/C(=O)N2CCN(c3ccc(F)cc3)CC2)cc(OC)c1OC
  0.0	-8	4	0.7
> O=C(CCCCCn1nnc2ccccc2c1=O)NCc1ccccc1Cl
  -0.2	-3	16	0.0
> O=C1c2cccc3c(Cl)ccc(c23)C(=O)N1c1cccc(O)c1
  -0.4	6	18	0.1
> CN1CCN(c2ccc(-c3nc(NCCO)c4ncn(-c5ccccc5)c4n3)cc2)CC1
  -0.5	73*	-11	0.1
> CCOc1cc(C=O)cc(Br)c1OC(=O)c1ccccc1[N+](=O)[O-]
  0.9	3	-11	0.1
> Cc1cc(NC(=O)COn2nnc3ccccc32)no1
  -0.3	-5	9	0.4
> C#CCOc1ccc(/C=C2/NC(=O)N(Cc3ccc(Br)cc3)C2=O)cc1
  -0.3	16	-7	-0.1
> NC(=O)c1ccccc1Nc1ccnc(NC(=O)C2CC2)c1
  2.0	14	9	-0.1
> Cc1cccc(NC(C)C(=O)N/N=C/c2ccc(O)cc2)c1 (stereo not drawn)
  1.6	12	12	0.2
> O=C(Nc1ccc(Br)cn1)C(Cc1ccccc1)N1Cc2ccccc2C1=O (stereo not drawn)
  -1.6	3	-10	0.0
> CCOc1ccccc1C(=O)Nc1ccc(O)cc1C(=O)O
  -0.1	-2	-16	-0.2
> COc1cccc(C(=O)N2N=C(C(F)(F)F)CC2(O)c2ccc(F)cc2)c1 (stereo not drawn)
  0.5	12	5	0.2
> COc1ccc(C(=O)Nc2cccc3c2C(=O)N(C)C3=O)cc1
  2.3	5	8	0.1
> S=c1nc2ccccc2c2nc(-c3ccccc3)[nH]n12
  -1.4	-3	-4	-0.1
> COc1cccc(NC(=O)CSC2=NC(C)(C)N=C2c2ccc(F)cc2)c1
  1.6	0	-6	1.1
> C/C(Cc1nc2ccccc2[nH]1)=N/Nc1ccc([N+](=O)[O-])cc1
  1.6	6	-13	-0.1
> Cc1cc(N2CCCCC2)nc2ccc(NC(=O)Cc3ccc(Cl)cc3)cc12
  0.6	0	-2	0.2
> O=C(Nc1c2c(nn1-c1ccc(F)cc1)CS(=O)(=O)C2)c1ccc(Br)cc1
  -1.4	2	-7	0.0
> Cc1nc2c(ccc3nc(NC(=O)c4ccc(Cl)cc4)sc32)s1
  1.5	-26	-1	-0.1
> C=CCOc1ccc(/C=N/n2cncn2)cc1OC
  -1.5	-14	-1	-0.1
> O=C(c1ccc2ccccc2n1)N1CCN(c2ccccc2)CC1
  -0.1	-1	26	0.0
> O=C(O)C1Cc2[nH]cnc2C(c2ccccc2O)N1 (stereo not drawn)
  -0.4	8	12	-0.3
> Cn1c(-c2nc(C(=O)NCc3ccncc3)cs2)cc2ccccc21
  -0.9	8	10	1.0
> CNS(=O)(=O)c1c(C)cc(C)c(N(C)S(=O)(=O)c2ccc(Cl)cc2)c1C
  -0.8	7	-8	-0.3
> CCCn1c(=N)n(CC(C)O)c2ccccc21 (stereo not drawn)
  3.6	3	-6	0.0
> Cc1nnn(-c2nonc2N)c1C(=O)N/N=C/c1cccc([N+](=O)[O-])c1
  2.1	6	24	-0.1
> Cc1ccccc1C(=O)Nc1ccc2nc(SCc3ccc(I)cc3)sc2c1
  2.6	7	9	-0.1
> O=C(NCc1n[nH]c(=S)n1Cc1ccccc1)c1cccs1
  -0.9	-6	-1	-0.2
> O=C(COC(=O)c1ccccc1F)c1ccc(Cl)s1
  -1.0	11	1	0.1
> O=C(CNCc1ccco1)Nc1cccc(OC(F)(F)F)c1
  0.8	6	3	0.1
> CCOc1ccccc1C1C(C(=O)Nc2ccc(C)cc2C)=C(C)Nc2nnnn21 (stereo not drawn)
  -0.3	1	13	0.1
> O=C1CCCC2=C1C(c1ccc(Br)cc1)c1c([nH]c(=S)[nH]c1=O)N2 (stereo not drawn)
  -0.3	13	2	0.1
> Cc1cc(C)cc(NC(=O)Cn2c3ccccc3c(=O)c3ccccc32)c1
  0.3	-4	-15	-0.1
> Cc1cc(S(=O)(=O)NC(C)C)ccc1OCC(=O)Nc1ccc(F)c(Cl)c1
  1.1	1	17	0.0
> CCOc1ccc(N2CCN(C(=O)Cc3ccc(Cl)cc3)CC2)nn1
  3.8	6	15	-0.1
> CCNC(=O)COC(=O)Cn1nc(C)c([N+](=O)[O-])c1C
  1.7	4	2	0.2
> COCCNC(=O)/C(=C\c1cccs1)NC(=O)c1ccccc1
  0.4	7	5	0.1
> O=C1C(=O)N(C(=O)Nc2ccccc2)c2ccccc21
  2.7	-3	-7	0.0
> O=C(CCN1C(=O)C2CCCCC2C1=O)NCc1ccccc1Cl (stereo not drawn)
  0.9	-2	-8	-0.1
> Cc1ccc2ncc(C(=O)N3CCN(c4ccccc4)CC3)c(=O)n2c1
  -2.3	-10	5	0.1
> CCOC(=O)c1c(N)sc(/C(C)=N\Nc2ccc([N+](=O)[O-])cc2)c1C
  -0.4	-11	-9	-0.1
> CC#CC(=O)N1CCc2c(C(=O)NCc3ccc(OC)cc3)c(OC)cc(=O)n2CC1
  3.2	0	2	0.1
> Cc1ccccc1CN1CCC(N2CCCCCC2)CC1
  0.6	17	30	0.6
> CCn1c(O)c(C=C2N=c3ccccc3=N2)sc1=S
  1.0	2	-2	-0.1
> CCCn1c2ccccc2c2nnc(SCC(=O)Nc3sc4c(c3C#N)CCCC4)nc21
  -0.4	-8	-7	-0.1
> CSC1=NCCN1C(=O)c1ccc2c(c1)OCO2
  -0.5	-6	7	0.0
> O=C(NC(=S)Nc1cccc(-c2nc3ncccc3o2)c1)c1cccs1
  -0.4	-3	-5	-0.2
> COC(=O)[C@@H](NC(=O)OC1C(=O)c2ccc(OC)cc2O[C@H]1c1cccc(C(F)(F)F)c1)C(C)C (stereo partly drawn)
  0.3	/	9	-0.1
> CN1C(C(=O)NCc2ccccn2)=CC(c2ccco2)=NS1(=O)=O
  0.4	3	0	-0.4
> CC1CCN(C2=NC(=O)/C(=C/c3cccc(O)c3)S2)CC1
  1.6	-11	2	0.0

For reference, some entries already given:
Results follow in this order: GPR151 activ	TEAD-YAP block	MITF inh	FBW7 activator
> O=C1CCCC2=C1C(c1ccc(Br)cc1)c1c([nH]c(=S)[nH]c1=O)N2 (stereo not drawn)
  -0.3	13	2	0.1
> Cc1cc(C)cc(NC(=O)Cn2c3ccccc3c(=O)c3ccccc32)c1
  0.3	-4	-15	-0.1
> Cc1cc(S(=O)(=O)NC(C)C)ccc1OCC(=O)Nc1ccc(F)c(Cl)c1
  1.1	1	17	0.0

(next part)
Results follow in this order: GPR151 activ	TEAD-YAP block	MITF inh	FBW7 activator
> CCN(CC)S(=O)(=O)/N=C/c1ccc(Cl)c(Cl)c1
  1.1	5	-5	0.1
> CCOC(=O)C(=O)c1csc(NC(=O)c2ccc(C)cc2)n1
  -0.8	17	-6	-0.1
> CCOc1ccc(C2C(C#N)=C(N)Oc3n[nH]c(C(C)(C)C)c32)cc1 (stereo not drawn)
  0.8	-10	17	0.3
> CCOc1ccc(NC(=O)CC2C(=O)N(c3ccc(F)cc3)C(=S)N2CCCN2CCC(Cc3ccccc3)CC2)cc1 (stereo not drawn)
  -0.8	-18	9	0.1
> COc1cc(NC(=O)C2=CC(c3ccc(F)cc3)=NS(=O)(=O)N2C)cc(OC)c1OC
  -1.0	-2	1	-0.1
> CCCCC(CC)COC1(c2ccccc2)OC(=O)c2ccccc21 (stereo not drawn)
  0.5	7	1	0.2
> O=C(c1ccc2c(c1)OCO2)N1CCC(O)(c2ccccn2)CC1
  0.6	5	12	0.7
> Cc1ccc(-n2nc3cc(C)c(NC(=S)NC(=O)c4ccco4)cc3n2)cc1
  0.6	-21	-3	-0.4
> Cc1onc(-c2ccccc2Cl)c1C(=O)Nc1nc2ccc(S(C)(=O)=O)cc2s1
  -1.1	8	12	0.3
> CC(=O)c1c(C)[nH]c(=S)c(C#N)c1-c1ccccc1
  -0.3	9	3	-0.1
> Cc1cc(C)cc(NC(=O)CN2C(=O)c3ccccc3C2=O)c1
  1.9	6	-8	-0.1
> O=C(CCS(=O)(=O)c1ccc2c(c1)SCC(=O)N2)NCCc1ccc(Cl)cc1
  0.7	3	-4	-0.1
> CCOCCCNC(=O)/C=C/c1ccc(OC)cc1
  -0.1	-9	1	0.1
> CC(C)OC(=O)Cn1nnc2c(cnn2-c2ccccc2)c1=O
  -1.0	-49	2	-0.1
> Cc1cc(C)nc(NC(=S)NCc2ccco2)c1
  1.4	-3	-2	0.0
